# Compound activity: PubChem BioAssay, several laboratories
# RGS4-Gao reg: human RGS4-Galphao interaction regulation. Multiplexed bead flow cytometry, RGS4-Galphao binding; actives lie on both sides. binding response (% of control), % at 10 µM. 220,000 tested, 0.33% active. AID 1415; in the data active = binding response below about 49% or above about 150%; inactive = in between;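 also: fluorescent Galphao activated with aluminum fluoride binding bead-coupled RGS4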
# GSH bead fluor: GSH bead compound fluorescence profile. 190,000 tested, 0.25% active. GSH beads flow cytometry, compound fluorescence 488/530 nm; stronger effect = higher value. fluorescence (KMESF) at 10 µM; in the data active = fluorescence above about 89;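 also: glutathione beads carrying GST-tagged Bcl family fusion proteins plus one bare bead set; values are compound well signal with DMSO vehicle wells as background; inactives centre near 16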
# RGS7-Gao reg: human RGS7-Galphao interaction regulation; Multiplexed bead flow cytometry, RGS7-Galphao binding; actives lie on both sides; 220,000 tested, 0.35% active; binding response (% of control), % at 10 µM; AID 1439; in the data active = binding response below about 49% or above about 150%; inconclusive = no clear call, values can overlap the other calls; inactive = in between;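 also: fluorescent Galphao held in activated GDP-AlF4 state binding bead-coupled RGS7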
# Bim-Bcl-2: inhibitors of Bim-Bcl-2 interaction, human | Bead-based flow cytometry, Bim peptide-Bcl-2 binding | inhibition, % at 10 µM | 190,000 tested, 0.06% active | AID 950; in the data active = inhibition above about 40%; inconclusive = no clear call, values can overlap the other calls;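 also: 0% = no compound wells with probe peptide and 100% = reference peptide inhibitor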
# Target sequence (P10415 whole entry, looked up): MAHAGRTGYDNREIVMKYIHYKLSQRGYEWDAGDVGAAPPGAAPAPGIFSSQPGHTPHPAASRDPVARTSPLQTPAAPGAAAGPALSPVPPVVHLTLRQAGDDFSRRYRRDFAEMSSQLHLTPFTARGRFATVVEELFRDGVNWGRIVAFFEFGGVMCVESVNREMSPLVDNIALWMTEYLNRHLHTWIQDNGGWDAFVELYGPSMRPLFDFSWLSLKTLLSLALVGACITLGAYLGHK
# Mcl1-Bid inh: disrupts binding of human Mcl-1 to Bid peptide | TR-FRET Mcl-1/Bid-Dy647 peptide binding, 1536-well | 220,000 tested, 0.97% active | inhibition, % at 21.7 µM | Q07820;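 active = compounds that cut the binding signal by more than half at the single screening dose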;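 also: His-tagged Mcl-1 with europium anti-His antibody binding Bid BH3 peptide; 0% = Mcl-1 plus peptide wells and 100% = peptide-only wells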
# Target sequence (Q07820 whole entry, looked up): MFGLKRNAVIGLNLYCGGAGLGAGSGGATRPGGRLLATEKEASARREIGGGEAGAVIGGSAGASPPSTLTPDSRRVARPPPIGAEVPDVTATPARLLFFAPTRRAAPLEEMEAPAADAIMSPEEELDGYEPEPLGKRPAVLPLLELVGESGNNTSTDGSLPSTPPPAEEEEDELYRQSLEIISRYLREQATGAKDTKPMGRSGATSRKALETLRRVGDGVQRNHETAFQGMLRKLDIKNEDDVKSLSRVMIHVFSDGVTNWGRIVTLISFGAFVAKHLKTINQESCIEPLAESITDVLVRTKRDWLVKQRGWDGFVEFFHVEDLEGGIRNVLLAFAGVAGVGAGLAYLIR
# Bcl-XL Bim block: inhibitors of Bim-Bcl-XL interaction, human. inhibition, % at 10 µM. Q07817. 190,000 tested, 0.04% active. Bim peptide-Bcl-XL binding, bead flow cytometry, fluorescence
# Bim-Bcl-B: inhibitors of Bim-Bcl-B interaction, human; Q9HD36; bead-based flow cytometry, Bim peptide-Bcl-B binding; inhibition, % at 10 µM; 190,000 tested, 0.073% active;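 also: 0% = tracer peptide without compound and 100% = reference inhibitor peptide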
# Target sequence (Q9HD36 whole entry, looked up): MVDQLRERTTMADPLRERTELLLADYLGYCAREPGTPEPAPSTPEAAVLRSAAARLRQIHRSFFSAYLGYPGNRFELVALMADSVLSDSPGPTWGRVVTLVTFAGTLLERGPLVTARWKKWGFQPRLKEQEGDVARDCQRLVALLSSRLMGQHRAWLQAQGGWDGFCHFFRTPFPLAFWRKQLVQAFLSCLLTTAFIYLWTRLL
# RGS8-Gao reg: human RGS8-Galphao interaction regulation; P09471; multiplexed bead flow cytometry, RGS8-Galphao binding; actives lie on both sides; response (percent of control binding), % at 10 µM; 220,000 tested, 0.34% active; in the data active = response below about 60% or above about 140%; inactive = in between;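 also: Galphao activated as the GDP aluminium fluoride complex binding bead-coupled RGS8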
# Bim-Bcl-W: inhibitors of Bim-Bcl-W interaction, human. 190,000 tested, 0.02% active. AID 952. Q92843. bead-based flow cytometry, Bim peptide-Bcl-W binding. inhibition, % at 10 µM;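 also: 0% = bound tracer without compound and 100% = peptide blocker; higher means less fluorescent Bim peptide bound to Bcl-W beads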
# Target sequence (Q92843 whole entry, looked up): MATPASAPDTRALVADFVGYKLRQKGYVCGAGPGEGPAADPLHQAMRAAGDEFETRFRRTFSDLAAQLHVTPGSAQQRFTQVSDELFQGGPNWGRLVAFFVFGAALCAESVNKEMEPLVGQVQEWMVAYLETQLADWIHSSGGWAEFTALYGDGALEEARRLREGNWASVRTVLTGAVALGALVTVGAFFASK
# Bfl-1 Bim block: disrupts Bim binding to human Bfl-1 | inhibition, % at 10 µM | Bead-based flow cytometry, Bim-Bfl-1 binding inhibition | 190,000 tested, 0.12% active;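 also: 0% = wells without compound plus tracer and 100% = blocker peptide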
# Bim-Mcl-1: human Bim-Mcl-1 interaction inhibition | Q07820 | Bead-based flow cytometry, Bim peptide-Mcl-1 binding | inhibition, % at 10 µM | 190,000 tested, 0.1% active | AID 1009;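 also: 0% = no compound tracer wells and 100% = peptide blocker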
# An asterisk follows results filed as active; ? = inconclusive; nt = not tested or not shown. Rule as the data show it, unless noted: active = inhibition above about 40%.
smiles	RGS4-Gao reg	GSH bead fluor	RGS7-Gao reg	Bim-Bcl-2	Mcl1-Bid inh	Bcl-XL Bim block	Bim-Bcl-B	RGS8-Gao reg	Bim-Bcl-W	Bfl-1 Bim block	Bim-Mcl-1
CN1c2ccccc2C(C)(C)C12CCCC(=O)N2 (configuration not stated)	98	21	101	0	-6	-4	-2	99	-3	-3	-6
COC(=O)CSc1cc([N+](=O)[O-])ccc1NC(=O)OC	99	13	98	-3	-8	-3	-6	103	-2	-2	-2
CC(OC(=O)c1snc(C(=O)NC2CCCCC2)c1N)C(=O)NC(C)(C)C (configuration not stated)	94	17	97	-3	-5	-4	-7	97	-1	-2	-2
O=C(NCc1cccnc1)C(C(=O)c1ccc(F)cc1)n1ccccc1=O (configuration not stated)	95	23	98	-1	-54	-1	0	97	-1	0	-1
Cc1ccc(/C=N/NC(=O)CN2CCN(S(=O)(=O)c3ccc(Br)cc3)CC2)s1	101	11	98	-7	16	-5	-5	100	-5	-6	-3
O=C(CSc1nncn1-c1ccccc1)c1c[nH]c2ccccc12	103	16	108	1	-3	3	-5	100	0	-2	1
Cc1cc(C(=O)NCc2cccnc2)cs1	99	48	99	-5	-37	-5	-4	101	1	-6	0
Cc1cccc(N(C)C(=O)CCS(=O)(=O)c2cccc3nonc23)c1	97	34	107	-6	-13	-1	-5	101	0	-10	0
Fc1ccc(Nc2ccnc(Nc3ccc(F)cc3)n2)cc1	106	5	104	-2	-5	-1	-2	118	-1	-3	-1
Cc1cc(C(=O)Nn2c(-c3ccncc3)nc3ccccc3c2=O)ccc1[N+](=O)[O-]	90	11	89	-4	-1	0	0	94	0	-4	1
CSc1cc(/C=N/O)c(SC)s1	99	24	99	-6	-4	-5	-8	97	-2	-7	-4
O=C(Nc1ccc(C(F)(F)F)cc1)c1cnc(N2CCN(c3ccccn3)CC2)c2ccccc12	97	11	97	-2	-17	-1	-2	97	0	-4	2
CCOCCCNC(=S)N1CCC(NC(=O)C2CCCCC2)CC1	104	21	109	-4	-23	-3	-4	103	-1	-5	-2
CN(C)/C=C(\C#N)C(=O)N/N=C(\CC(=O)C(F)(F)F)c1ccco1	104	19	100	3	-25	1	-1	101	1	-5	5
CCOC(=O)c1c(N)sc2c(O)c(Br)ccc12	99	30	104	-4	-1	4	-10	99	-2	-2	-3
Cc1ccc(-n2c(C)cc(/C=N/Nc3ccc([N+](=O)[O-])cn3)c2C)cc1	91	10	99	3	-32	2	-6	98	1	9	-1
C=CCSc1ncc(CO)n1Cc1ccccc1	97	12	108	-1	-19	1	-1	99	0	-6	0
CC1(C)Cc2ccccc2/C(=C/C(=O)N2CCCCCC2)N1	104	14	101	-6	-54	-5	-7	102	1	-17	2
O=c1ccc(-c2nc3ccccc3n2Cc2ccccc2Cl)c[nH]1	101	17	95	-4	-9	0	-3	104	1	-5	0
NC(=O)NCc1ccccc1	102	19	103	-4	11	0	-4	102	0	-6	0
COc1ccc(C(=O)OC(C(=O)c2ccc(C)cc2)c2ccccc2)cc1 (configuration not stated)	97	14	101	-10	-4	0	-7	100	3	-11	0
COCCCNC(=O)CN1C(=O)CSc2ncccc21	93	19	93	-5	-4	-1	-4	97	-3	-4	-6
CCc1ccc(C2C3=C(CC(C)(C)CC3=O)Nc3c2c(=O)[nH]c2nc(C)nn32)cc1 (configuration not stated)	98	28	99	-2	-10	0	-2	100	-1	-4	-1
CCOC(=O)N1CCN(S(=O)(=O)c2ccc(C)cc2)C1c1ccc(OC)cc1 (configuration not stated)	105	44	102	-1	3	-1	-4	102	1	-6	-2
CC(=O)c1ccc(NC(=O)c2ccn[nH]2)cc1	101	44	101	-8	-29	-4	-6	100	2	-10	0
CC/C(=N\N=C1\SC(C)C(=O)N1Cc1ccco1)c1ccccc1 (configuration not stated)	106	12	111	11	-14	0	0	118	0	3	-1
CC(=O)OCC(=O)[C@@]1(O)CC[C@H]2[C@@H]3CCC4=CC(=O)CC[C@]4(C)[C@H]3[C@@H](O)C[C@@]21C	104	21	103	0	2	-4	-2	104	-3	-1	-3
CSc1ncccc1C(=O)OCC(=O)c1ccccc1Br	101	60	103	-2	-7	-4	-7	102	-2	-9	-2
Cc1cccc(C(=O)N2CCC(c3nc4ccccc4s3)CC2)c1	101	21	108	0	2	1	-2	99	1	-4	1
Nc1cc(N)nc(SCC(=O)NNC(=O)c2ccc(Cl)cc2)n1	102	4	98	0	-55	-5	0	101	0	-1	-2
CCNC(=O)NC(=O)COC(=O)CCCc1nc2ccccc2s1	91	17	91	-1	5	2	-2	95	1	-1	3
COc1ccc(NC(C)=O)cc1S(=O)(=O)Nc1ccccc1C(=O)N1CCCC1	101	23	106	8	-4	2	8	102	4	8	8
CC(Oc1ccc(Cl)cc1Cl)c1nc(-c2ccc(NC(=O)c3cccnc3)cc2)no1 (configuration not stated)	98	23	96	-10	24	-3	-8	100	-4	-4	-1
C/C(=C/c1oc2ccc(O)cc2c1[N+](=O)[O-])N(C)C	98	46	58	0	-21	-3	0	78	-1	1	0
O=C(c1ccc(CN2CCOCC2)cc1)N1CCC(Cc2ccccc2)CC1	114	23	135	-2	-7	-2	0	102	-1	-2	-1
CC1CCOC2(O1)C(=O)N(CN1CCN(c3cccc(Cl)c3)CC1)c1ccccc12 (configuration not stated)	113	20	110	-7	-21	-3	0	113	-3	0	-3
Cc1ccc(C(=O)C2CCOC(C)(C)C2)cc1 (configuration not stated)	102	18	99	-1	2	-1	-2	101	0	1	-2
O=C1CC(c2ccccc2)CC2=C1CN(C1CCCCC1)CN2 (configuration not stated)	93	23	95	-2	-42	0	-1	100	1	-1	2
CCCCOCCCNC(=O)N[C@@H](CCSC)C(=O)OC	97	15	101	5	-99	2	2	101	7	0	3
Cc1ccccc1S(=O)(=O)Cc1ccc(C(=O)NCCCOC(C)C)o1	98	42	101	-3	-36	-1	-4	100	1	-10	3
O=C1CCCC(=O)N1c1ccc(N2CCN(c3ccccc3)CC2)c([N+](=O)[O-])c1	104	7	101	-2	-16	-1	-4	102	-6	0	-2
O=C(N/N=C/c1ccccn1)C12CC3CC(CC(C3)C1)C2	100	10	101	-3	-14	-4	-4	100	-1	-1	-4
CCn1nc(NC(=O)c2ccncc2)c2cc3ccccc3nc21	100	9	103	-1	-6	0	1	102	-2	-2	-1
CC(C)CNC(=O)c1cccc(NC(=O)C2CCCO2)c1 (configuration not stated)	103	32	102	-12	-8	-8	-9	103	-1	-11	-5
COc1cc(C(C)=O)ccc1Oc1cnccn1	101	11	99	-2	12	-3	0	115	-2	0	0
O=C(c1cccs1)n1cc(C(=S)N2CCOCC2)c2ccccc21	94	10	96	-5	-24	-5	-4	98	-5	0	-6
NC(=S)N/N=C/c1ccccc1OCc1cccc(Cl)c1	102	10	105	-1	-124	-5	-3	103	-5	1	-3
C/C(=N\NC(=O)c1cccc(Cl)c1)c1cccc(NC(=O)c2ccco2)c1	103	44	103	1	-9	3	-2	97	-2	0	0
O=C(O)C1C2C=CC(C2)C1C(=O)NCCc1cccc(Cl)c1 (configuration not stated)	101	28	106	-13	-12	-12	-13	100	-6	-25	-6
Cc1ccc2oc3c(c(=O)c2c1)C(c1cccc(Br)c1)N(Cc1ccco1)C3=O (configuration not stated)	105	36	106	-6	-3	0	-7	102	3	-6	1

# 3 compounds picked at random from the list so far, as already listed:
smiles	RGS4-Gao reg	GSH bead fluor	RGS7-Gao reg	Bim-Bcl-2	Mcl1-Bid inh	Bcl-XL Bim block	Bim-Bcl-B	RGS8-Gao reg	Bim-Bcl-W	Bfl-1 Bim block	Bim-Mcl-1
CCCCOCCCNC(=O)N[C@@H](CCSC)C(=O)OC	97	15	101	5	-99	2	2	101	7	0	3
CCn1nc(NC(=O)c2ccncc2)c2cc3ccccc3nc21	100	9	103	-1	-6	0	1	102	-2	-2	-1
O=C1CCCC(=O)N1c1ccc(N2CCN(c3ccccc3)CC2)c([N+](=O)[O-])c1	104	7	101	-2	-16	-1	-4	102	-6	0	-2

# Going on with the list.
smiles	RGS4-Gao reg	GSH bead fluor	RGS7-Gao reg	Bim-Bcl-2	Mcl1-Bid inh	Bcl-XL Bim block	Bim-Bcl-B	RGS8-Gao reg	Bim-Bcl-W	Bfl-1 Bim block	Bim-Mcl-1
COc1ccc(CC(=O)Nc2cc(=O)n(C)c(=O)n2C)cc1	101	13	109	-7	-12	-3	-5	100	0	-12	-1
O=C(O)c1ccc(-n2cccn2)nc1	100	14	98	-4	-4	-1	0	100	-3	-5	0
Cc1cccc(CN2CCN(CC(=O)O)C2=O)c1	102	11	97	-1	-11	-2	-4	99	0	-2	0
CC(C)c1cccc(C(C)C)c1OCCCCN1CCCC1	nt	35	nt	-7	-33	-11	-7	nt	3	-8	-2
CCCCCNC(=O)c1cccnc1SCC(=O)Nc1ccccc1OC	92	9	90	-2	-11	-3	-4	96	0	3	-3
COc1ccc(C)cc1NC(=O)CSc1nnc(-c2ccccn2)n1Cc1ccco1	96	19	99	-5	-12	-2	-2	96	-1	-3	-3
COCCCNC(=S)N1CCCN(c2nc3cc(C)c(C)cc3cc2C#N)CC1	96	24	96	-5	-31	-3	-9	97	-3	-6	-3
O=c1cc(Cc2nnc(SCc3ccccc3)n2-c2ccc(Cl)cc2)[nH]c(=O)[nH]1	100	13	96	-1	-7	-1	0	100	-1	4	-6
CCOCCCNC(=O)NC12CC3CC(CC(C3)C1)C2	104	11	104	0	-6	1	1	103	4	-7	1
O=C(NCCc1c[nH]c2ccccc12)Nc1cccc2ccccc12	104	54	101	-13	0	0	-6	102	5	-7	-1
CC(NC(=O)COC(=O)/C=C/c1ccc(Cl)cc1)c1ccccc1 (configuration not stated)	101	18	105	-1	-9	0	-3	108	-3	-9	-1
O=C(C1COc2ccccc2O1)N1CCN(Cc2ccc3c(c2)OCO3)CC1 (configuration not stated)	105	13	97	-1	-8	-1	-4	101	1	-7	0
CCCCc1c(C(=O)O)cc(OC)cc1C(=O)O	100	18	100	6	14	-2	-3	104	0	0	-4
CCOC(=O)C1(Cc2ccc(OC)cc2)CCN(C(=O)c2ccoc2C)CC1	100	16	?	-1	-37	-4	-2	100	1	-8	-3
Cc1nc(C)c(C(=O)NCc2ccc(Cl)cc2)o1	101	31	101	-8	-32	-12	-16	100	-4	-17	-7
CCN(CCC(=O)Nc1ccc(Br)c(C)c1)Cc1ccccc1	95	23	99	-5	9	0	-5	97	0	-13	-4
COc1ccc(NC(=O)c2ccc3nc(-c4ccccc4)c(-c4ccccc4)nc3c2)c(OC)c1	105	10	103	5	4	5	2	104	1	3	3
CCOc1cc(CN2CCC(CO)(Cc3cccc(C(F)(F)F)c3)CC2)ccc1OC	101	19	96	-3	-35	-9	-18	102	-1	-2	-4
O=C(CC(Nc1ccc(F)cc1)c1ccccc1)c1ccccc1 (configuration not stated)	99	17	103	-9	-40	-4	-6	100	-2	-13	-2
COc1cc(C2NC(=O)NC(C)=C2C(=O)OCC2CCCO2)cc(OC)c1OC (configuration not stated)	104	10	108	-4	-13	0	-1	106	-1	-5	2
Cc1cc(C)n(-c2nc3nonc3nc2-n2nc(C)cc2C)n1	112	32	107	8	2	7	8	99	6	4	4
